Fh CTSL1 inh – counter-screen for PFM18AAP inhibitors: inhibitors of F. hepatica cathepsin L1 | recombinant F. hepatica cathepsin L1, Z-Leu-Arg-MCA fluorescence | inhibition, % at 5.96 µM | actives 0.49% (n = 300,000);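 active = inhibition above the mean of all tested compounds plus 3 SD, set per screening campaign, cut at about 17% in these data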;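 note: 0% = plate median of test compound wells and 100% = 1 µM Z-Phe-Ala-diazomethylketone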
PP1 inh – blocks human PP1-alpha phosphatase, a PP5 counter-screen; actives 0.9% (n = 320,000); inhibition, % at 6.7 µM; purified PP1alpha, OMFP fluorescence; AID 2235; P62136;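 active = inhibition above the mean inhibition of all tested compounds plus 3 SD, computed separately for each screening campaign, cut at about 15% in these data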
HCV core dimer – HCV core protein dimerization inhibition; TR-FRET GST/Flag-core106 dimerization, 1536-well; inhibition, % at 5 µM; actives 0.33% (n = 300,000);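 active = inhibition above the mean of all tested compounds plus 3 SD, set per screening campaign, cut at about 45% in these data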
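Assay system: tagged HCV core106 pair (GST and Flag); medium: KF-containing HEPES buffer, pH 7.45, DTT, CHAPS, BSA; also added: Eu donor and XL665 acceptor anti-tag antibodies; dosing: 5 µM single dose; timing: compound-protein-antibody incubation 4 h at 22.5 °C; signal: TR-FRET 671 and 617 nm emission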
procasp3 activ – procaspase-3 (human) activation; actives 0.11% (n = 330,000); P42574; activation, % at 8.5 µM; recombinant procaspase-3 D3A, Ac-DEVD-pNA absorbance 405 nm;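 active = activation above the mean of all tested compounds plus 3 SD, cut at about 21% in these data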;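 note: 0% = DMSO alone and 100% = DMSO wells spiked with extra 5 µM PC-3 D3A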
Target sequence (P42574 whole entry D9A/D28A/D175A): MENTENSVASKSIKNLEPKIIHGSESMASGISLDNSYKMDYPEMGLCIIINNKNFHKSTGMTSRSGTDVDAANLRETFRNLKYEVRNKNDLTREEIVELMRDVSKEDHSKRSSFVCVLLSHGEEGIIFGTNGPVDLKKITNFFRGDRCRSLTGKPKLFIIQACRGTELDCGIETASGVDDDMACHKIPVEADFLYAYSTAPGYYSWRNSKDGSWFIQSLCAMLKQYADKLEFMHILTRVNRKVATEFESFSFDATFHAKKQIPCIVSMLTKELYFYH
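Assay system: Autoprocessing-dead procaspase-3 D3A mutant enzyme; also added: Ac-DEVD-pNA; doses: one concentration, 8.5 µM nominal, 0.8% DMSO; times: 1 h compound preincubation, 2 h substrate hydrolysis at 25 °C; technique: 405 nm absorbance of p-nitroaniline, reads at 0 and 120 min; measure: % activation between DMSO and enzyme-spiked controls; repeats: single replicate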
procasp7 counter – counter-screen for procaspase-3 activators: activators of human procaspase-7. P55210. recombinant procaspase-7, Ac-DEVD-pNA absorbance 405 nm; D23A/D198A/D206A triple mutant, cannot self-cleave; scale: DMSO 0, 5 µM enzyme 100. activation, % at 8.5 µM. actives 0.093% (n = 330,000). AID 463210;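 active = percent activation above the screen-wide mean plus 3 SD, cut at about 25% in these data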
Target sequence (P55210 whole entry D23A/D198A/D206A): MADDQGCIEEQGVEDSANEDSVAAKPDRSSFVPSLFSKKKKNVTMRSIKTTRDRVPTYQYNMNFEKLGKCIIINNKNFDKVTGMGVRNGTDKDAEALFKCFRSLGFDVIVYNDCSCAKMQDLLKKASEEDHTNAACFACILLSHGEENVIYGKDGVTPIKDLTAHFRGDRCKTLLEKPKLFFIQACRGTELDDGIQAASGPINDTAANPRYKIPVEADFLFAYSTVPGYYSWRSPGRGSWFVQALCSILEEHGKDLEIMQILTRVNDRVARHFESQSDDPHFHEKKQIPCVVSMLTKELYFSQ
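System: Uncleavable procaspase-7 mutant enzyme; Amount: 2 µM procaspase-7 mutant as dispensed; Schedule: 1 h compound preincubation, 2 h substrate cleavage, 25 °C; Measured by: 405 nm absorbance of p-nitroaniline; Evaluation: percent activation from buffer-corrected 0–120 min absorbance change; Control set: low DMSO alone, high DMSO plus 5 µM PC-7.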
AHR act – activates the human aryl hydrocarbon receptor; P35869; AHR-responsive luciferase reporter cells, luminescence; activation, % at 5 µM; actives 2.5% (n = 320,000); AID 2796; in the data active = activation above about 47%;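 note: 0% = vehicle wells and 100% = reference agonist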
PP5 primary – blocks human protein phosphatase 5 activity; P53041; purified PP5c, OMFP substrate fluorescence; inhibition, % at 6.7 µM; actives 0.18% (n = 320,000); AID 1987;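 active = inhibition above the campaign's mean inhibition across all tested compounds plus 3 SD, cut at about 9.5% in these data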;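 note: 0% = DMSO only and 100% = 100 µM cantharidin control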
TPT1 inhibitor – inhibitors of Candida albicans tRNA 2'-phosphotransferase TPT1. actives 0.81% (n = 300,000). recombinant caTPT1, FP RNA substrate dephosphorylation. inhibition, % at 5 µM. AID 1962;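 active = inhibition above the mean of all tested compounds plus 3 SD, set per screening campaign, cut at about 24% in these data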;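 note: plate controls were DMSO alone for no effect and ferristatin control at 100 nM for full effect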
PAFAH2 FP inh – inhibitors of human PAFAH2. Q99487. recombinant PAFAH2, FP-rhodamine activity probe, fluorescence polarization. inhibition, % at 3.39 µM. actives 0.99% (n = 340,000);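 active = inhibition above the mean over all tested compounds plus 3 SD, cut at about 30% in these data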;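 note: inhibitors block probe labeling of enzyme so polarization drops; 0% = enzyme with DMSO and 100% = wells lacking PAFAH2 protein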
The depositor's hits bear a star; . = not tested or not shown; & = joins results of further samples. Compounds as they come, and some 5.6% of all compounds hit somewhere here.

The opening 8 compounds (preview)
The line under a structure holds: Fh CTSL1 inh, PP1 inh, HCV core dimer, procasp3 activ, procasp7 counter, AHR act, PP5 primary, TPT1 inhibitor, PAFAH2 FP inh
CN1CCN(C(=O)C2=C[C@H](C(C)(C)C)C[C@H](OCCCCO)O2)CC1
 : -0.3, -5.8, -7.8, 2.7, -9.7, 3.0, -7.2, 1.9, 13.1
COc1ccc(-c2csc(NC(C)c3nc4cc(C(=O)NCCCO)ccc4n3Cc3ccc(C)cc3)n2)cc1 (stereo not drawn)
 : 0.1, -1.1, 8.8, -3.7, -7.8, 4.4, 8.4, 1.7, 3.0
CC(C)c1ccc2c(c1)C1(NN=C(c3ccccc3)S1)C(=O)N2 (stereo not drawn)
 : 5.0, 15.7*, 18.1, -20.5, -17.6, 34.0, 2.8, -5.3, 6.3
COc1ccc(OCC(=O)Nn2c(-c3ccc(C)cc3)nc3ccccc3c2=O)cc1
 : 5.7, 0.2, 1.4, -1.6, 2.9, 35.9, -0.4, -0.6, 7.5
Cc1nc2ccccn2c1C(=O)Nc1ccc2c(c1)OCCO2
 : -3.4, -5.7, 1.8, 5.1, 6.1, 7.8, 1.8, -3.0, -8.7
Clc1ccc(Cn2cnc3ccccc32)cc1
 : -1.7, -0.7, -6.3, -6.3, -0.1, 0.8, 3.2, 0.6, -7.0
O=C(Cc1cn2ccsc2n1)OCc1ccccc1
 : -1.4, 2.2, 2.2, -1.2, 0.8, 2.1, 1.0, -1.5, 1.0
Cc1ccc(Cn2ccc(NC(=O)c3cc(-c4cccs4)on3)n2)cc1
 : 1.2, 2.5, -1.7, 8.4, 1.0, -4.2, 3.5, -0.6, -9.7

The list itself, from the start:
The line under a structure holds: Fh CTSL1 inh, PP1 inh, HCV core dimer, procasp3 activ, procasp7 counter, AHR act, PP5 primary, TPT1 inhibitor, PAFAH2 FP inh
CN1CCN(C(=O)C2=C[C@H](C(C)(C)C)C[C@H](OCCCCO)O2)CC1
 : -0.3, -5.8, -7.8, 2.7, -9.7, 3.0, -7.2, 1.9, 13.1
COc1ccc(-c2csc(NC(C)c3nc4cc(C(=O)NCCCO)ccc4n3Cc3ccc(C)cc3)n2)cc1 (stereo not drawn)
 : 0.1, -1.1, 8.8, -3.7, -7.8, 4.4, 8.4, 1.7, 3.0
CC(C)c1ccc2c(c1)C1(NN=C(c3ccccc3)S1)C(=O)N2 (stereo not drawn)
 : 5.0, 15.7*, 18.1, -20.5, -17.6, 34.0, 2.8, -5.3, 6.3
COc1ccc(OCC(=O)Nn2c(-c3ccc(C)cc3)nc3ccccc3c2=O)cc1
 : 5.7, 0.2, 1.4, -1.6, 2.9, 35.9, -0.4, -0.6, 7.5
Cc1nc2ccccn2c1C(=O)Nc1ccc2c(c1)OCCO2
 : -3.4, -5.7, 1.8, 5.1, 6.1, 7.8, 1.8, -3.0, -8.7
Clc1ccc(Cn2cnc3ccccc32)cc1
 : -1.7, -0.7, -6.3, -6.3, -0.1, 0.8, 3.2, 0.6, -7.0
O=C(Cc1cn2ccsc2n1)OCc1ccccc1
 : -1.4, 2.2, 2.2, -1.2, 0.8, 2.1, 1.0, -1.5, 1.0
Cc1ccc(Cn2ccc(NC(=O)c3cc(-c4cccs4)on3)n2)cc1
 : 1.2, 2.5, -1.7, 8.4, 1.0, -4.2, 3.5, -0.6, -9.7
COc1cc(CC(=O)Nc2ccccc2N2CCOCC2)cc(OC)c1OC
 : -2.9, -0.8, 1.0, 6.3, -0.6, -1.8, 3.2, 4.4, 2.2
COCc1[nH][nH]c(=O)c1C=NCC(=O)OC
 : -2.4, -4.0, 10.7, 5.3, -2.2, 1.1, 0.2, 0.8, 1.5
CCc1c(O)nc(SCC(=O)Nc2ccc(C)cc2)n(C2CCCCC2)c1=O
 : -1.1, 0.1, 3.9, -6.6, 2.9, 5.8, 0.8, 15.1, 0.2
CC1CCCN(C(=O)C(=O)Nc2ccc3nc4n(c(=O)c3c2)CCCCC4)C1 (stereo not drawn)
 : -0.9, -1.4, -0.1, -7.1, 5.9, 5.3, 1.3, -3.0, 5.9
COc1cc2c(cc1OC)C(c1cccs1)N(C(=S)NC(C)C)CC2 (stereo not drawn)
 : -9.8, -2.3, 2.5, -0.6, 0.9, -0.6, 1.9, 0.0, -1.3
CC1CCc2sc(C(=O)OCC(=O)NC(C)C)cc2C1 (stereo not drawn)
 : 7.3, 3.0, -0.9, 3.0, -4.8, 0.6, 0.0, -4.7, 31.0*
CCC1=C2CC[C@H]3C(=O)N(CC)C(=O)[C@H]3[C@H]2[C@@]2(Cc3ccccc3)C(=O)N(Cc3ccccc3)C(=O)N2C1=O
 : 7.3, -3.4, 6.2, -4.0, -1.9, -0.3, 0.6, -1.7, 5.0

Entries of single compounds, quoted from the list:
Entry for COc1ccc(-c2csc(NC(C)c3nc4cc(C(=O)NCCCO)ccc4n3Cc3ccc(C)cc3)n2)cc1 (stereo not drawn) : Fh CTSL1 inh = 0.1; PP1 inh = -1.1; HCV core dimer = 8.8; procasp3 activ = -3.7; procasp7 counter = -7.8; AHR act = 4.4; PP5 primary = 8.4; TPT1 inhibitor = 1.7; PAFAH2 FP inh = 3.0
Entry for COCc1[nH][nH]c(=O)c1C=NCC(=O)OC : Fh CTSL1 inh = -2.4; PP1 inh = -4.0; HCV core dimer = 10.7; procasp3 activ = 5.3; procasp7 counter = -2.2; AHR act = 1.1; PP5 primary = 0.2; TPT1 inhibitor = 0.8; PAFAH2 FP inh = 1.5

The listing continues.
compound	Fh CTSL1 inh	PP1 inh	HCV core dimer	procasp3 activ	procasp7 counter	AHR act	PP5 primary	TPT1 inhibitor	PAFAH2 FP inh
COc1ccc(S(=O)(=O)N2CCC(C(=O)NCc3cccs3)CC2)cc1	1.5	1.0	4.7	4.0	3.7	-1.1	-2.3	-1.1	5.5
CCOC(=O)CSc1nc(N)c2c3c(sc2n1)CCCC3	4.4	-1.1	0.9	8.3	4.9	0.6	0.1	0.3	1.5
Cc1ccc(NS(=O)(=O)c2c(C)[nH]c(=O)[nH]c2=O)c(Br)c1	-3.6	-4.4	-0.9	-4.8	3.2	-0.3	1.5	-3.4	3.3
Cc1nn(Cc2ccccc2Cl)c(C)c1NC(=O)CCCn1nc(C)c([N+](=O)[O-])c1C	0.1	-1.8	-4.1	1.6	4.3	-0.2	0.4	-2.8	4.8
Cc1ccc(S(=O)(=O)N(C)c2ccc(OCC(=O)Nc3ccc(C(=O)N(C)C)cc3)cc2)cc1C	.	-3.2	.	6.8	9.5	-0.3	0.4	.	0.4
CCOC(=O)Cn1c(=N)n(CCOc2ccc3ccccc3c2)c2ccccc21	-0.3	-1.3	-5.4	1.8	6.9	1.7	1.3	-2.5	-6.4
Cc1cc(C)c2[nH]c(=O)c(CN(Cc3cccnc3)C(=S)NCCCN(C)C)cc2c1	-0.8	-1.6	4.5	0.0	7.1	3.8	0.7	0.1	-2.4
CC(C)C1OC2c3cccc4cccc(c34)C2N1c1ccccc1 (stereo not drawn)	1.3	1.3	-1.6	1.7	-9.4	20.8	3.7	-3.0	4.5
CC(C)C[C@H](NC(=O)[C@H](Cc1ccccc1)n1c(=O)[nH]c2ccccc2c1=O)C(=O)N1CCC(C(=O)O)CC1	3.6	-7.9	2.3	7.5	-1.3	-0.2	2.1	-2.6	0.2
COc1ccc(CCNc2nc(N3CCCCC3)nc(N3CCCCC3)n2)cc1OC	5.0	7.3	5.5	1.5	-8.8	9.7	4.6	-2.7	0.2
CC1(C)Cc2cccc(OCC(=O)NCc3ccc(F)cc3)c2O1	.	-4.5	.	7.1	-5.1	2.1	4.7	.	5.5
Oc1c(C=C2N=c3ccccc3=N2)sc(=S)n1-c1ccc(F)cc1	-0.3&3.5	4.7&2.1	-16.6&-20.8	-9.7&-7.8	-25.2&-28.0	14.9&12.4	1.2&1.8	18.5&4.7	3.8&2.7
Cc1ccc(NC(=O)CN(C)C(=O)c2cccc(S(=O)(=O)N3CCc4ccccc43)c2)cc1	.	1.6	.	2.7	5.3	8.5	3.6	.	0.6

Screens deposited in PubChem BioAssay by The Scripps Research Institute Molecular Screening Center.
